Pf growth 96h – Primary qHTS for delayed death inhibitors of the malarial parasite plastid, 96 hour incubation. P. falciparum luciferase reporter growth, 96 h. Potency, µM (series often up to 28.7 µM), inactives show at the highest dose activity change, negative = inhibition, most hits filed as inhibitors. actives 6.9% (n = 320,000); note: potency is the fitted concentration of half-maximal effect; % is set by controls: 0 for no effect and ±100 for the full control effect
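Erythrocytes infected with luciferase-expressing P. falciparum were dispensed at 2% hematocrit and 0.05% parasitemia (final), then incubated with compounds 96 hours at 37 C in 5% CO2. Luminescence after detection reagent addition reported growth.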
AmpC no deterg – qHTS Inhibitors of AmpC Beta-Lactamase (assay without detergent). P00811. AmpC nitrocefin hydrolysis, absorbance 480 nm, 0.0001% Triton. Potency, µM (doses to about 57.1 µM), inactives show at the top dose activity change, negative = inhibition, most hits filed as inhibitors. actives 0.52% (n = 330,000);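 note: potency is the fitted concentration of half-maximal effect; plate controls were no compound for no effect and no enzyme for full effect; nearly all actives have a fitted effect of over 20% in size; some results filed as inactive show a strong effect at the top dose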
Target sequence (P00811 whole entry, looked up): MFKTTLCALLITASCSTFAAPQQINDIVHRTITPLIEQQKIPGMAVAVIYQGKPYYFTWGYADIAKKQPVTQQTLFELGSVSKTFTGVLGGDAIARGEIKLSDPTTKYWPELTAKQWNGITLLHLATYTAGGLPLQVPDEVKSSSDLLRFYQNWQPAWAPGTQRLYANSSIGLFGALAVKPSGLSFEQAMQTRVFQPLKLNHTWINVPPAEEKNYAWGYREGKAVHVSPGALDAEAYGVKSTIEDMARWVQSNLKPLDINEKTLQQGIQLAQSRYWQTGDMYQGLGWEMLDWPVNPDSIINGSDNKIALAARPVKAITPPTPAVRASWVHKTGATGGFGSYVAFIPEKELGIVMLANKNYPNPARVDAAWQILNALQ
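20 mM phosphate pH 7.0 + 0.01% (detergent screen) or 0.0001% Triton X-100; 5.3 nM AmpC reagent; cpd preinc 15 min RT; nitrocefin (800 uM stock) to start; A480 q20 s × 4 min; Activity was normalised to no-enzyme and no-compound control wells.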
Shiga inhibitor – A qHTS for Small Molecule Inhibitors of Shiga Toxin; AID 2315, 2010; inhibition, % at 38.7 µM; actives 9.2% (n = 290,000); Vero cells, Shiga toxin protein synthesis inhibition reporter; in the data active = inhibition mostly above about 28%, no sharp cut-off; inactive = mostly below about 43%; note: 0% is about no effect
TbPYK inhibitor – qHTS of Trypanosoma Brucei Inhibitors. TbPYK enzyme, Kinase-Glo Plus ATP luminescence, 45 min. AID 624173, 2012. Potency, µM (series often up to 76.8 µM), for the others: top-dose activity, negative = inhibition, most hits filed as inhibitors. pyruvate kinase (Trypanosoma brucei), Q57TT1. actives 0.12% (n = 410,000); note: potency is the fitted concentration of half-maximal effect; % is set by controls: 0 for no effect and ±100 for the full control effect; nearly all actives have a fitted effect of over 50% in size
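T. brucei PYK with substrate was exposed to pin-transferred compounds across a concentration series, then started with 130 uM ADP (final). After 45 min at room temperature, Kinase-Glo Plus luminescence was read, normalized and curve-fitted.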
LmPK inhibitor – qHTS Assay for Inhibitors of Leishmania Mexicana Pyruvate Kinase (LmPK) | Q27686 | purified LmPK, Kinase-Glo ATP luminescence, 1 h | actives 0.37% (n = 290,000) | AID 1721, 2009 | Potency, µM (highest dose often 57.5 µM), inactives show at the top dose activity change, negative = inhibition, usual class: inhibitors; note: potency is the fitted concentration of half-maximal effect; % is set by controls: 0 for no effect and ±100 for the full control effect
Target sequence (Q27686 whole entry, looked up): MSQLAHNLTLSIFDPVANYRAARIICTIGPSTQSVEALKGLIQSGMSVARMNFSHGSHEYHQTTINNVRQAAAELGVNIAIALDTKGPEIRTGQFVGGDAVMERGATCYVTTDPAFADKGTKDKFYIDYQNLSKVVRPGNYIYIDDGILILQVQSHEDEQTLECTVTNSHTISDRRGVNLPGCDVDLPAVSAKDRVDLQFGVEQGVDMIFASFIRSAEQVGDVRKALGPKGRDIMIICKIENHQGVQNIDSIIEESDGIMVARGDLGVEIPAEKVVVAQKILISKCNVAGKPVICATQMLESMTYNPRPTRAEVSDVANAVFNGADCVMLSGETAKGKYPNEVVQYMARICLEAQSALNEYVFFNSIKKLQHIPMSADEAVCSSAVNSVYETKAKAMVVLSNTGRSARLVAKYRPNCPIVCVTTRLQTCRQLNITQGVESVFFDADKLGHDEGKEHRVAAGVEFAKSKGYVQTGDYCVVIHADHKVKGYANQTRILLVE
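Pyruvate kinase activity monitored as ATP production (luciferase luminescence). Conditions: 0.1 nM enzyme, 0.5 mM PEP, 0.1 mM ADP, 1 h, RT; normalized against uninhibited and no-enzyme wells.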
Pf growth 48h – Primary qHTS for delayed death inhibitors of the malarial parasite plastid, 48 hour incubation; P. falciparum luciferase growth in erythrocytes, 48 h; Potency, µM (highest dose often 28.7 µM), without a hit: at the highest dose activity change, negative = inhibition, actives largely listed as inhibitors; actives 5.9% (n = 310,000); note: potency is the fitted concentration of half-maximal effect; % is set by controls: 0 for no effect and ±100 for the full control effect
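Firefly luciferase activity from engineered P. falciparum reports growth; inhibitors lower the luminescent signal. Cultures contained 2% hematocrit erythrocytes at 0.1% final parasitemia.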
Cycloheximide cs – Cycloheximide Counterscreen for Small Molecule Inhibitors of Shiga Toxin; cell reporter, cycloheximide protein synthesis inhibition counterscreen; actives 12% (n = 300,000); max response, %; in the data active = max response mostly above about 13%, no sharp cut-off; inactive = mostly below about 14%; note: read at 38.3 µM for the half of the compounds with a filed dose; 0% is about no effect
The depositor's hits bear a star; ? = inconclusive; / = not tested or not shown; & = joins results of further samples; [ ] = another dose, or the depositor's remark. Unless noted, calls come from the whole dose curve; as a rule, active = well fitted curve in the direction sought with a large enough effect; inconclusive = small, poorly fitted or top-dose-only effect, or another doubt; inactive = no such curve, though single readings can be large; an effect the other way counts as inactive or inconclusive.

smiles,Pf growth 96h,AmpC no deterg,Shiga inhibitor,TbPYK inhibitor,LmPK inhibitor,Pf growth 48h,Cycloheximide cs
O=C(c1ccc(Cl)c(Cl)c1)N1CCC(=O)N(C(COCc2cccc(C(F)(F)F)c2)Cc2ccccc2)CC1 (stereo not given),13µM*,112%[activator],7,1%,5%,?,4
COc1ccc(NC(=O)C2C(=O)NC3(C)CC2c2ccccc2O3)cc1 (stereo not given),5%,-24%,-8,0%,-1%,1%,0
CC(C)C(=O)NC(=S)Nc1ccccc1C(=O)Nc1ccccc1,90%[activator],76%[activator],-4,0%,1%,5%,1
COC(=O)c1ccccc1NC(=O)CSc1nncn1C,-4%,-15%,4,2%,5%,12µM*,3
CCN(CC)S(=O)(=O)c1ccc(-c2nnc(SCC(=O)Nc3cc(OC)cc(OC)c3)o2)cc1,/,-20%,-18,-13%,13%,13µM*,-2
CCOC(=O)c1ccc(NC(=O)CSc2n[nH]c(-c3ccncc3)n2)cc1,13%,-28%,-3,-9%,4%,?,1
O=C(CCNS(=O)(=O)c1cccc2nonc12)Nc1ccc(Cl)cc1,5%,-18%,18,0%,-10%,2%,-9
COc1ccc(C2=NCCn3cccc32)c(OC)c1,?,-15%,-4,-3%,2%,-19%,-6
CCOC(=O)c1c(-c2ccc(OC)cc2)csc1/N=C/C1=C(O)CCCC1=O,?,-24%,-9,-5%,2%,-23%,-3
COc1ccccc1NCCC(=O)OCC(=O)Nc1cccc(S(=O)(=O)N(C)C)c1,-6%,-20%,/,-2%,/,-17%,/
COc1ccc(CN2CCN(c3ncccn3)CC2)c(C)c1C,6%,27%,-2,0%,-3%,6%,-2
CCCCn1c(O)c(C(=O)/C=C/c2c[nH]c3ccccc23)c(=O)[nH]c1=O,-7%,-42%,-21,0%,2%,-58%,5
CCCCCN=Cc1c(C)[nH]n(-c2nc3ccccc3s2)c1=O,1%,51%,9,5%,-11%,-42%,16*
CC1(C2CC2)NC(=O)N(CC(=O)NCc2ccc(Cl)cc2Cl)C1=O (stereo not given),-6%,-19%,/,-2%,/,3%,/
CC(C)CN1C(=O)c2ccc(C(=O)Nc3ccc(OCC(=O)O)cc3)cc2C1=O,56%[activator],-22%,-14,-2%,-2%,7%,-2
Cc1c(/C=N/NC(=O)c2ccc(Br)o2)cnn1C,0%,-25%,57*,-3%,-13%,74%[activator],38*
Cc1ccc(-c2nnc(SCC(=O)N/N=C/c3ccccc3C(=O)O)n2-c2ccc(C)cc2)cc1,-14%,-20%,8,-4%,2%,11%,-1
O=C(NC1CCCCC1)c1ccc(-c2ccc(Cl)cc2)o1,131%[activator],-7%,/,-2%,/,129%[activator],/
CCOC(=O)CSc1nc(N)c(C#N)cc1C#N,37%[activator],-16%,42*,4%,-1%,34%[activator],23
CCC(C)/C(C)=N/NC(=O)c1ccc(CSc2nc3ccccc3s2)cc1 (stereo not given),-3%,?,34,-18%,-1%,22%,20*
CCCc1nnc(SCC(=O)N2CCOCC2)n1CC1CCCO1 (stereo not given),?,-16%,28,2%,10%,-9%,-5
O=C(COC(=O)CCc1ccccc1)Nc1ccccc1OC(F)F,39%[activator],-13%,-6,-2%,3%,-8%,-2
O=C(Nc1ccccc1)c1ccc(NCC2CCCO2)c([N+](=O)[O-])c1 (stereo not given),?,-27%,100*,5%,-1%,42%[activator],68*
Cc1ccc(C(C(=O)NC2CCCC2)N2CCc3ccccc32)cc1 (stereo not given),?,-5%,-7,-4%,6%,/,-1
O=C(CN1CCN(Cc2ccccc2Cl)CC1)N=Nc1c(O)[nH]c2ccccc12,-14%,-47%,-4,-7%,-1%,-10%,-3
C/C(=N\OCC(=O)Nn1c(C)nc2ccccc2c1=O)c1cccs1,68%[activator],-22%,3,-2%,-1%,59%[activator],-2
N/C(Cc1ccc(Cl)cc1Cl)=N\OC(=O)c1ccc(Br)o1,-30%,-11%,3,-4%,5%,0%,11
Cc1ccc(S(=O)(=O)N2CCc3ccccc3C2CN2C(=O)c3ccccc3C2=O)cc1 (stereo not given),?,-1%,-14,-1%,4%,?,-1
CC1CCC(NC(=O)COC(=O)CSc2ccc(C(N)=O)cc2[N+](=O)[O-])CC1 (stereo not given),14%,-10%,/,-2%,/,15%,/
CN(C)C(=O)CCC(=O)N1CCCC(C(=O)c2ccc3c4c(cccc24)CC3)C1 (stereo not given),15µM*,188%[activator],14,2%,-10%,-2%,10
O=C(CCN1C(=O)[C@@H]2Cc3ccccc3CN2C1=O)N[C@@H](C(=O)O)c1ccccc1,39%[activator],-37%,-8,1%,-2%,11%,-1
COc1ccccc1-c1nnc(SCC(=O)NC2CCCCC2)o1,34%[activator],-25%,-7,-7%,-3%,7%,-5
CC(OC(=O)C1CC(=O)N(Cc2ccco2)C1)C(=O)Nc1ccccc1[N+](=O)[O-] (stereo not given),-15%,-3%,/,-10%,/,5%,/
CCN(CC(=O)NC(=O)NC1CCCCC1)Cc1ccccc1,?,0%,/,-3%,/,?,/
O=C(c1cccs1)N1CCC(c2nc3c(nnn3Cc3ccccc3Cl)c(=O)[nH]2)CC1,0%,6%,-7,-2%,-1%,10µM*,-2
Cc1cccc(NC(=O)N(Cc2cc3cc(C)cc(C)c3[nH]c2=O)CC2COCCO2)c1 (stereo not given),?,172%[activator],23,2%,2%,/,-3
Cc1nc(N=C(N)N)nc2c(C)cccc12,46%[activator],-12%,12,5%,13%,?,4
CCC(=O)NC(=S)Nc1ccc(NC(=O)c2ccco2)c(Cl)c1,?,-9%,46,-13%,-6%,11%,16
O=c1nccc(N/N=C/c2cccc(O)c2)[nH]1,44%[activator],-14%,2,1%,-10%,70%[activator],26*
CCOC(=O)C(C)(C)n1nnc(-c2ccc([N+](=O)[O-])cc2)n1,23%,-14%,-4,0%,1%,22%,-2
O=C(CSc1ncnc2c1cnn2-c1ccc(F)cc1)NCc1ccc2c(c1)OCO2,-4%,-13%,-4,-6%,-1%,14%,-1
Cc1ccc2nc(-c3ccc(Br)cc3)cn2c1,238%[activator],-18%,24*,1%,-6%,144%[activator],18*
CC(C)[C@@H](C(=O)O)N(Cc1cccc(CN([C@H](C(=O)O)C(C)C)S(C)(=O)=O)c1)S(C)(=O)=O,-22%,-16%,-4,-2%,0%,40%[activator],-3
O=C(COC(=O)c1ccc(O)cc1)c1ccc2c(c1)OCCO2,?,-50%,/,-2%,/,?,/
S=C(Nc1ccccc1)N1CCN(Cc2ccccc2)CC1,22%,25%,-1,0%,-5%,-8%,6
COCCNC(=O)CN(C(=O)Cn1nnc2ccccc21)c1ccc(C)cc1,-25%,-5%,-7,-4%,-2%,3%,-3
O=C(c1ccccc1)c1c[nH]c(C(=O)NNc2cccc(Cl)n2)c1,?,-27%,-7,-20%,1%,?,8
O=C(Nc1cc(S(=O)(=O)N2CCCCCC2)ccc1OCC(F)(F)F)c1ccc(=O)[nH]c1,?,34%,/,-8%,/,-19%,/
Cn1c(=O)c2c(-c3ccccc3)n(Cc3ccccn3)cc2n(C)c1=O,/,-10%,-8,-13%,-3%,3%,3
CN(C(=O)c1ccccc1C(=O)OCC(=O)c1ccccc1)c1ccccc1,12µM*,-1%,/,-3%,/,?,/
O=C(CSc1nnc(-c2ccc(Br)cc2)o1)Nc1cccc(C(=O)O)c1,?,4%,-21,-6%,-11%,3%,-4
O=C(NCc1ccc(Cl)cc1)C1CCN(S(=O)(=O)c2ccccc2)CC1,-8%,4%,-1,-7%&-1%,10%,9%,-5
Cc1cc(OCC(=O)OCC(=O)Nc2ccc(Cl)cn2)ccc1Cl,43%[activator],-22%,/,6%,/,5%,/
N=C1SCC(=O)N1/N=C/c1ccccc1,?,-18%,53*,5%,-8%,69%[activator],24*
O=C(CSc1nc(O)cc(=O)[nH]1)N1CCCc2ccccc21,31%[activator],-49%,18,3%,-3%,24%,7
Cc1cc(C)n2nc(SCc3nnc(-c4ccc(F)cc4)o3)nc2n1,5%,-16%[11.4 µM],1,/,3%,-15%,10
NC(=O)NOCc1c(Cl)cccc1Cl,0%,-25%,-4,5%,10%,-4%,-6
Cc1ccc(S(=O)(=O)CCC(O)c2ccc(Cl)cc2)cc1 (stereo not given),13%,15%,2,-1%,1%,/,-1
Cc1nc2cc(NC(=O)NCc3ccco3)ccc2n1C,/,-9%,85*,2%,7%,139%[activator],41*

Given with two lines to a compound: 11 of the compounds above
Below each compound – Pf growth 96h	AmpC no deterg	Shiga inhibitor	TbPYK inhibitor	LmPK inhibitor	Pf growth 48h	Cycloheximide cs
O=C(c1ccc(Cl)c(Cl)c1)N1CCC(=O)N(C(COCc2cccc(C(F)(F)F)c2)Cc2ccccc2)CC1 (stereo not given)
 : 13µM*	112%[activator]	7	1%	5%	?	4
COc1ccc(NC(=O)C2C(=O)NC3(C)CC2c2ccccc2O3)cc1 (stereo not given)
 : 5%	-24%	-8	0%	-1%	1%	0
CC(C)C(=O)NC(=S)Nc1ccccc1C(=O)Nc1ccccc1
 : 90%[activator]	76%[activator]	-4	0%	1%	5%	1
COC(=O)c1ccccc1NC(=O)CSc1nncn1C
 : -4%	-15%	4	2%	5%	12µM*	3
CCN(CC)S(=O)(=O)c1ccc(-c2nnc(SCC(=O)Nc3cc(OC)cc(OC)c3)o2)cc1
 : /	-20%	-18	-13%	13%	13µM*	-2
CCOC(=O)c1ccc(NC(=O)CSc2n[nH]c(-c3ccncc3)n2)cc1
 : 13%	-28%	-3	-9%	4%	?	1
O=C(CCNS(=O)(=O)c1cccc2nonc12)Nc1ccc(Cl)cc1
 : 5%	-18%	18	0%	-10%	2%	-9
COc1ccc(C2=NCCn3cccc32)c(OC)c1
 : ?	-15%	-4	-3%	2%	-19%	-6
CCOC(=O)c1c(-c2ccc(OC)cc2)csc1/N=C/C1=C(O)CCCC1=O
 : ?	-24%	-9	-5%	2%	-23%	-3
COc1ccccc1NCCC(=O)OCC(=O)Nc1cccc(S(=O)(=O)N(C)C)c1
 : -6%	-20%	/	-2%	/	-17%	/
COc1ccc(CN2CCN(c3ncccn3)CC2)c(C)c1C
 : 6%	27%	-2	0%	-3%	6%	-2

Source: PubChem BioAssay
